AGP1 TOR yeast: modulators of AGP1-GFP expression in yeast TOR pathway, primary screen, cell-based, multiplex flow cytometry, S. cerevisiae, MLPCN library; 0.02% of 320,000 active; GFP response vs DMSO, % at 10 µM; 3 h; GFP as percent of DMSO wells; AID 2066, 2009;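 active means GFP response relative to DMSO above a set limit, near screen average plus 3 SD, cut at about 150% in these data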;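 further: median GFP channel fluorescence of the gated AGP1 strain per well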
VLA-4 inh: inhibition in human VLA-4 binding assay, primary screen, VLA-4 allosteric modulator project, MLPCN library, flow cytometry, VLA-4 expressing cells. Integrin alpha-4 (Homo sapiens), P13612. ligand binding flow cytometry. inhibition, % (about 7 µM as worked out from the volumes in the protocol). 0.2% of 330,000 active. AID 2557, 2010; in the data active means inhibition above about 50%
Fam108B inh: mouse Fam108B serine hydrolase inhibitors, primary screen, counter-screen for RBBP9 inhibitor project, biochemical, fluorescence polarization; inhibition, % at 9.51 µM; 0.33% of 300,000 active; recombinant Fam108B, FP-Rh probe fluorescence polarization;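 active means inhibition above the screen mean inhibition plus 3 SD, computed separately per campaign, cut at about 18% in these data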;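 further: inhibitors lower polarization as less probe binds the enzyme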
GLD-1 TGE inh: GLD-1/TGE RNA complex disruptors, primary screen, biochemical, fluorescence polarization | inhibition, % at 5.96 µM | purified GLD-1 + fluorescein TGE RNA | 0.44% of 320,000 active | AID 2280, 2010 | Female germline-specific tumor suppressor gld-1 (Caenorhabditis elegans), Q17339;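 active means percent inhibition above a per-plate cutoff, the plate mean of test compounds plus 3 SD, cut at about 30% in these data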;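 further: 0% = DMSO wells with GLD-1 and probe and 100% = wells lacking GLD-1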
MEX-5 binding: MEX-5 zinc finger RNA-binding disruptors – biochemical, C. elegans, fluorescence polarization, MLPCN library, primary screen | 0.38% of 300,000 active | activity score (negative = inhibition of binding), % at 10 µM | AID 1832, 2009 | MEX-5/FITC-TCR2 RNA binding; stronger effect = lower value;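 active means inhibition past about -25% in most replicates, and total fluorescence under double the plate's negative control median, limit read from the data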;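 further: 0% = DMSO and -100% = 5 µM competing unlabeled TCR2 RNA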
MCL1-BIM inh: inhibitors of MCL1 binding to BIM-BH3, primary screen, biochemical, fluorescence polarization; Induced myeloid leukemia cell differentiation protein Mcl-1 (Homo sapiens), Q07820; GST-MCL1 / FITC-Bim-BH3 fluorescence polarization; inhibition, % at 10.9 µM; 0.68% of 320,000 active; AID 2057, 2009;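 active means inhibition above the mean inhibition of all tested compounds plus 3 SD, set per campaign, cut at about 40% in these data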;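 further: 0% = DMSO wells and 100% = unlabeled Bim-BH3 peptide control; higher means more loss of mP so more displacement of Bim peptide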
GRK2 inh: compounds blocking aptamer binding on GRK2 – biochemical, human GRK2, bead flow cytometry, HTS, primary screen; inhibition of aptamer binding, % at 10 µM; 0.59% of 330,000 active; FAM-aptamer displacement from GRK2; Beta-adrenergic receptor kinase 1 (Homo sapiens), P25098;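 active means inhibition of aptamer binding above 40%, roughly 3 SD of noise, on plates passing a quality check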;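 further: median bead fluorescence of bound FAM aptamer so fluorescent compounds give negative values; no value below 0 was filed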
BCLXL inh: inhibitors of human Bcl-xL, primary screen, biochemical, fluorescence polarization, HTS; GST-Bcl-xL / FITC-Bim BH3 peptide fluorescence polarization; inhibition, % at 10.9 µM; 0.7% of 320,000 active; AID 2129, 2009;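 active means inhibition above the mean of all tested compounds plus 3 SD, cutoff set per campaign, cut at about 30% in these data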;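 further: 0% = DMSO wells and 100% = unlabeled Bim-BH3 peptide competitor; inhibitors lower millipolarization by displacing the labeled peptide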
CIT2 TOR yeast: modulators of CIT2-GFP expression in yeast, primary screen, S. cerevisiae, GFP fusion, multiplex flow cytometry, MLPCN library; S. cerevisiae CIT2-GFP strain, 3 h; 100 means same as DMSO wells; 0.065% of 320,000 active; GFP response vs DMSO, % at 10 µM;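 active means GFP response relative to DMSO above a set limit, near the screen mean plus 3 SD, cut at about 150% in these data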;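 further: ratio of well median GFP fluorescence to mean of DMSO wells on the plate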
* hit, by the source's call.

Start of the listing, in advance:
Results for COc1ccc(NC2CCCN(C(=O)c3ccccc3N3CCOCC3)C2)cc1OC (centres undefined) ?
AGP1 TOR yeast: 98; VLA-4 inh: -7; Fam108B inh: -4; GLD-1 TGE inh: 1; MEX-5 binding: 1.6; MCL1-BIM inh: -1; GRK2 inh: 2; BCLXL inh: 4; CIT2 TOR yeast: 107

What do the screens show for `O=C1[C@H]2[C@@H](c3ccc(F)cc3)N3C(=O)N(c4cccc(Br)c4)C(=O)[C@@]3(Cc3ccc(Cl)cc3)[C@H]2C(=O)N1C1CCCCC1`?
AGP1 TOR yeast: 87; VLA-4 inh: -14; Fam108B inh: -15; GLD-1 TGE inh: -7; MEX-5 binding: -0.2; MCL1-BIM inh: -12; GRK2 inh: 0; BCLXL inh: -3; CIT2 TOR yeast: 78

The listing, from the start:
Results for COc1ccc(NC2CCCN(C(=O)c3ccccc3N3CCOCC3)C2)cc1OC (centres undefined) ?
AGP1 TOR yeast: 98; VLA-4 inh: -7; Fam108B inh: -4; GLD-1 TGE inh: 1; MEX-5 binding: 1.6; MCL1-BIM inh: -1; GRK2 inh: 2; BCLXL inh: 4; CIT2 TOR yeast: 107

What do the screens show for `O=C1[C@H]2[C@@H](c3ccc(F)cc3)N3C(=O)N(c4cccc(Br)c4)C(=O)[C@@]3(Cc3ccc(Cl)cc3)[C@H]2C(=O)N1C1CCCCC1`?
AGP1 TOR yeast: 87; VLA-4 inh: -14; Fam108B inh: -15; GLD-1 TGE inh: -7; MEX-5 binding: -0.2; MCL1-BIM inh: -12; GRK2 inh: 0; BCLXL inh: -3; CIT2 TOR yeast: 78

How did CCN(CC)CCN1C(=O)C(=O)/C(=C(/O)c2ccc(OC)c(OC)c2)C1c1ccccn1 (centres undefined) do in these assays?
AGP1 TOR yeast: 102; VLA-4 inh: -1; Fam108B inh: 0; GLD-1 TGE inh: 7; MEX-5 binding: -1.8; MCL1-BIM inh: 2; GRK2 inh: 0; BCLXL inh: 5

Results for O=S(=O)(c1ccccc1)N1CCN(c2ncccn2)CC1 ?
AGP1 TOR yeast: 112; VLA-4 inh: 3; Fam108B inh: -6; GLD-1 TGE inh: 3; MEX-5 binding: 2.7; MCL1-BIM inh: 1; GRK2 inh: 0; BCLXL inh: -1; CIT2 TOR yeast: 102

Results for CCCCn1c(N)c(N(CC(C)C)C(=O)c2cccc(-n3cnnn3)c2)c(=O)[nH]c1=O ?
AGP1 TOR yeast: 101; VLA-4 inh: -7; Fam108B inh: 0; GLD-1 TGE inh: 0; MEX-5 binding: -3.6; MCL1-BIM inh: -7; GRK2 inh: 1; BCLXL inh: -7; CIT2 TOR yeast: 95

How did COc1ccc(Cn2cnc3sccc3c2=O)cc1 do in these assays?
AGP1 TOR yeast: 89; VLA-4 inh: 7; Fam108B inh: 4; GLD-1 TGE inh: 3; MCL1-BIM inh: -4; GRK2 inh: 0; BCLXL inh: 1; CIT2 TOR yeast: 87

How did O=C(NCCC(=O)N1CCN(c2cccc(Cl)c2)CC1)c1ccc(Br)cc1 do in these assays?
AGP1 TOR yeast: 106; VLA-4 inh: -2; GLD-1 TGE inh: 1; MCL1-BIM inh: 4; GRK2 inh: 0; BCLXL inh: 1; CIT2 TOR yeast: 88

How did CCc1ccc(OCC(=O)NCCc2ccc3c(c2)OCCO3)cc1 do in these assays?
AGP1 TOR yeast: 98; VLA-4 inh: -5; GLD-1 TGE inh: 5; MCL1-BIM inh: -7; GRK2 inh: 1; BCLXL inh: 5; CIT2 TOR yeast: 93

Results for CC(C)c1ccc2oc3nc(N)c(C(=O)O)cc3c(=O)c2c1 ?
AGP1 TOR yeast: 99; VLA-4 inh: 15; Fam108B inh: 7; GLD-1 TGE inh: 4; MEX-5 binding: 4.9; MCL1-BIM inh: 9; GRK2 inh: 0; BCLXL inh: 10; CIT2 TOR yeast: 89

How did CC(=O)Oc1ccc(C#C/C=C2\c3ccccc3C(=O)N2c2ccccc2)cc1 do in these assays?
AGP1 TOR yeast: 90; VLA-4 inh: -173; GLD-1 TGE inh: -17; GRK2 inh: 9; CIT2 TOR yeast: 84

How did COCCN(C(=O)COC(=O)c1ccccc1Nc1ccccc1)c1c(N)n(Cc2ccccc2)c(=O)[nH]c1=O do in these assays?
AGP1 TOR yeast: 109; VLA-4 inh: -1; Fam108B inh: -1; GLD-1 TGE inh: 6; MEX-5 binding: 6.8; MCL1-BIM inh: -2; GRK2 inh: 2; BCLXL inh: 1; CIT2 TOR yeast: 96

What do the screens show for `COC(=O)COc1ccc(NC(=O)C2CCCO2)cc1` (centres undefined)?
AGP1 TOR yeast: 98; VLA-4 inh: 8; Fam108B inh: -1; GLD-1 TGE inh: -2; MEX-5 binding: -1.0; MCL1-BIM inh: 7; GRK2 inh: 0; BCLXL inh: 3; CIT2 TOR yeast: 90

What do the screens show for `O=C(c1cc(-c2ccc(Cl)cc2Cl)on1)N1CCCCCC1`?
AGP1 TOR yeast: 99; VLA-4 inh: 10; Fam108B inh: 2; GLD-1 TGE inh: -3; MEX-5 binding: -0.5; MCL1-BIM inh: 0; GRK2 inh: 0; BCLXL inh: 0; CIT2 TOR yeast: 100

Results for COCc1cc(CN2CCCC(C(=O)c3cccc(C(F)(F)F)c3)C2)ccc1OC (centres undefined) ?
AGP1 TOR yeast: 104; VLA-4 inh: -4; Fam108B inh: 4; GLD-1 TGE inh: 6; MEX-5 binding: -1.7; MCL1-BIM inh: 13; GRK2 inh: 0; BCLXL inh: 4; CIT2 TOR yeast: 99

What do the screens show for `O=C(CSCc1ccc(Cl)cc1)N1CCCCC1`?
AGP1 TOR yeast: 100; VLA-4 inh: 2; Fam108B inh: 1; GLD-1 TGE inh: -2; MEX-5 binding: 2.3; MCL1-BIM inh: 2; GRK2 inh: 0; BCLXL inh: 4; CIT2 TOR yeast: 89

How did CC(C)(CNC(=O)c1cc([N+](=O)[O-])ccc1N1CCC(Cc2ccccc2)CC1)N1CCOCC1 do in these assays?
AGP1 TOR yeast: 106; VLA-4 inh: 10; GLD-1 TGE inh: -3; MCL1-BIM inh: 11; GRK2 inh: 2; BCLXL inh: 7; CIT2 TOR yeast: 100

Results for CC(C)CN1CCN(Cc2cnc(-c3ccc(Cl)cc3)nc2)CC1CCO (centres undefined) ?
AGP1 TOR yeast: 81; VLA-4 inh: 19; Fam108B inh: -4; GLD-1 TGE inh: -4; MEX-5 binding: 1.2; MCL1-BIM inh: 0; GRK2 inh: 0; BCLXL inh: 3; CIT2 TOR yeast: 87

Results for CCOC(=O)N1CCN(C(=O)c2cc3cc(F)ccc3[nH]2)CC1 ?
AGP1 TOR yeast: 92; VLA-4 inh: 2; Fam108B inh: 2; GLD-1 TGE inh: -1; MEX-5 binding: 1.0; MCL1-BIM inh: 1; GRK2 inh: 0; BCLXL inh: 13; CIT2 TOR yeast: 99

Results for CC1Oc2ccccc2N(CC(=O)c2cccc(Cl)c2)C1=O (centres undefined) ?
AGP1 TOR yeast: 107; VLA-4 inh: 4; Fam108B inh: 2; GLD-1 TGE inh: 0; MEX-5 binding: 1.0; MCL1-BIM inh: 1; GRK2 inh: 2; BCLXL inh: 1; CIT2 TOR yeast: 102

What do the screens show for `c1cc(CCCc2ccncc2)ccn1`?
AGP1 TOR yeast: 99; VLA-4 inh: 10; GLD-1 TGE inh: 3; MCL1-BIM inh: -2; GRK2 inh: 0; BCLXL inh: -2; CIT2 TOR yeast: 91

Results for Cc1nn(Cc2ccc(Cl)cc2)c(C)c1NC(=O)CCCn1nc([N+](=O)[O-])c(Cl)c1C ?
AGP1 TOR yeast: 92; VLA-4 inh: 8; Fam108B inh: 3; GLD-1 TGE inh: -4; MEX-5 binding: 0.0; MCL1-BIM inh: 2; GRK2 inh: 1; BCLXL inh: 2; CIT2 TOR yeast: 93

What do the screens show for `COC(=O)c1ccccc1NC(=O)NCc1ccc2c(c1)OCO2`?
AGP1 TOR yeast: 100; VLA-4 inh: 0; Fam108B inh: 1; GLD-1 TGE inh: 0; MEX-5 binding: 1.5; MCL1-BIM inh: 8; GRK2 inh: 0; BCLXL inh: 9; CIT2 TOR yeast: 104

What do the screens show for `Cc1c(NC(=S)NC(C)(C)C)c(=O)n(-c2ccccc2)n1C`?
AGP1 TOR yeast: 104; VLA-4 inh: -1; Fam108B inh: -2; GLD-1 TGE inh: -8; MEX-5 binding: 2.1; MCL1-BIM inh: 7; GRK2 inh: 2; BCLXL inh: 5; CIT2 TOR yeast: 108

Results for C/C(=N\NC(=O)c1cccc(N/N=C(\C)c2ccncc2)c1)c1ccncc1 ?
AGP1 TOR yeast: 101; VLA-4 inh: 24; Fam108B inh: 2; GLD-1 TGE inh: 2; MEX-5 binding: 1.3; MCL1-BIM inh: -2; GRK2 inh: 1; BCLXL inh: 7; CIT2 TOR yeast: 107

Results for Cc1nc2ccccc2n1CC(=O)c1ccccc1 ?
AGP1 TOR yeast: 101; VLA-4 inh: -17; Fam108B inh: -4; GLD-1 TGE inh: 1; MEX-5 binding: 0.7; MCL1-BIM inh: -5; GRK2 inh: 1; BCLXL inh: 3; CIT2 TOR yeast: 97

What do the screens show for `CC(NC(=O)c1cc2cc([N+](=O)[O-])ccc2oc1=O)C1CCCO1` (centres undefined)?
AGP1 TOR yeast: 103; VLA-4 inh: 12; Fam108B inh: 0; GLD-1 TGE inh: -4; MEX-5 binding: 1.1; MCL1-BIM inh: 5; GRK2 inh: 2; BCLXL inh: -5; CIT2 TOR yeast: 103

What do the screens show for `CN(C[C@H](Cc1ccccc1)N(C[C@H](Cc1ccccc1)N(CC1(c2ccccc2)CC1)N=O)N=O)N=O`?
AGP1 TOR yeast: 101; VLA-4 inh: 1; Fam108B inh: -4; GLD-1 TGE inh: 3; MEX-5 binding: 2.4; MCL1-BIM inh: -1; GRK2 inh: 0; BCLXL inh: 2; CIT2 TOR yeast: 100

Results for CCN(CC1CCCN(CCc2cccc(F)c2)C1)C(=O)c1cc2ccccc2o1 (centres undefined) ?
AGP1 TOR yeast: 100; VLA-4 inh: 9; Fam108B inh: -1; GLD-1 TGE inh: -3; MEX-5 binding: -0.1; MCL1-BIM inh: -4; GRK2 inh: 0; BCLXL inh: -1; CIT2 TOR yeast: 100

How did COc1ccc(Br)cc1CNC(=O)Cc1c(C(=O)O)[nH]c2ccc(Cl)cc12 do in these assays?
AGP1 TOR yeast: 106; VLA-4 inh: 3; Fam108B inh: -2; GLD-1 TGE inh: -6; MEX-5 binding: 0.9; MCL1-BIM inh: -1; GRK2 inh: 1; BCLXL inh: 2; CIT2 TOR yeast: 92

How did CCNCc1nc2cc(OC)c(OC)cc2c(=O)[nH]1 do in these assays?
VLA-4 inh: 11; Fam108B inh: 0; GLD-1 TGE inh: 5; MEX-5 binding: -1.6; MCL1-BIM inh: -2; GRK2 inh: 0; BCLXL inh: 1; CIT2 TOR yeast: 89

What do the screens show for `COC(=O)c1ccc(N=C2S/C(=C\c3cc(C)n(-c4cccnc4)c3C)C(=O)N2C)cc1`?
AGP1 TOR yeast: 112; VLA-4 inh: -5; Fam108B inh: -1; GLD-1 TGE inh: -5; MEX-5 binding: 0.9; MCL1-BIM inh: -4; GRK2 inh: 4; BCLXL inh: -2; CIT2 TOR yeast: 110

High-throughput results from PubChem BioAssay.

Outcome played no part in choosing rows. Share with any hit: about 2.2%.
